Compound activity: PubChem BioAssay, several laboratories
CTSL1 counter = Fasciola hepatica cathepsin L1 inhibitors, primary screen, counter-screen for PFM18AAP inhibitor project, biochemical, QFRET, fluorogenic peptide substrate. AID 1906, 2009. inhibition, % at 5.96 µM. 300,000 compounds, 0.49% hits. recombinant F. hepatica cathepsin L1, Z-Leu-Arg-MCA fluorescence;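 active = inhibition above the mean of all tested compounds plus 3 SD, set per screening campaign, cut at about 17% in these data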;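 note: 0% = plate median of test compound wells and 100% = 1 µM Z-Phe-Ala-diazomethylketone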
core dimer inh = inhibitors of HCV core protein dimerization, primary screen, biochemical, TR-FRET, high-throughput; inhibition, % at 5 µM; TR-FRET GST/Flag-core106 dimerization, 1536-well; 300,000 compounds, 0.33% hits;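 active = inhibition above the mean of all tested compounds plus 3 SD, set per screening campaign, cut at about 45% in these data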
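Assay system: Tagged HCV core106 pair (GST and Flag) | Buffer or medium: KF-containing HEPES buffer, pH 7.45, DTT, CHAPS, BSA | Also added: Eu donor and XL665 acceptor anti-tag antibodies | Dosing: One concentration, 5 µM, in 0.5% DMSO | Timing: 4 h at 22.5 °C | Technique: TR-FRET 671 and 617 nm emission | Repeats: Singlicate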
PP1 counter = PP1-alpha phosphatase inhibitors, primary screen, counter-screen for PP5 inhibitor project, biochemical, fluorescence, OMFP substrate, single point | purified PP1alpha | inhibition, % at 6.7 µM | Serine/threonine-protein phosphatase PP1-alpha catalytic subunit (Homo sapiens), P62136 | 320,000 compounds, 0.9% hits | AID 2235, 2010;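 active = inhibition above the mean inhibition of all tested compounds plus 3 SD, computed separately for each screening campaign, cut at about 15% in these data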
Target sequence (P62136 whole entry, looked up): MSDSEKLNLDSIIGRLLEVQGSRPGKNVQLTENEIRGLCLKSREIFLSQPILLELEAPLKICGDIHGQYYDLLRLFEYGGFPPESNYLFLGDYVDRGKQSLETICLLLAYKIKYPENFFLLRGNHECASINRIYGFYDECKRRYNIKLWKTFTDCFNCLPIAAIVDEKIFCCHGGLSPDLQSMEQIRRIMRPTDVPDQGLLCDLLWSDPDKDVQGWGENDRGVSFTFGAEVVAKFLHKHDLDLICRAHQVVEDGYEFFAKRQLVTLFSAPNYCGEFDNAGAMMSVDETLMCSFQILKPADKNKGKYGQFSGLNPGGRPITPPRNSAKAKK
PREPL inhibitor = PREPL enzyme inhibitors, primary screen, biochemical, fluorescence polarization; Prolyl endopeptidase-like (Homo sapiens), Q4J6C6; recombinant PREPL, fluorescence polarization activity-based probe; inhibition, % at 5.96 µM; 320,000 compounds, 0.68% hits; in the data active = inhibition above about 43%;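 note: 0% = enzyme with DMSO and 100% = wells lacking enzyme; many of its hits are not listed in these tables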
Target sequence (Q4J6C6 whole entry, looked up): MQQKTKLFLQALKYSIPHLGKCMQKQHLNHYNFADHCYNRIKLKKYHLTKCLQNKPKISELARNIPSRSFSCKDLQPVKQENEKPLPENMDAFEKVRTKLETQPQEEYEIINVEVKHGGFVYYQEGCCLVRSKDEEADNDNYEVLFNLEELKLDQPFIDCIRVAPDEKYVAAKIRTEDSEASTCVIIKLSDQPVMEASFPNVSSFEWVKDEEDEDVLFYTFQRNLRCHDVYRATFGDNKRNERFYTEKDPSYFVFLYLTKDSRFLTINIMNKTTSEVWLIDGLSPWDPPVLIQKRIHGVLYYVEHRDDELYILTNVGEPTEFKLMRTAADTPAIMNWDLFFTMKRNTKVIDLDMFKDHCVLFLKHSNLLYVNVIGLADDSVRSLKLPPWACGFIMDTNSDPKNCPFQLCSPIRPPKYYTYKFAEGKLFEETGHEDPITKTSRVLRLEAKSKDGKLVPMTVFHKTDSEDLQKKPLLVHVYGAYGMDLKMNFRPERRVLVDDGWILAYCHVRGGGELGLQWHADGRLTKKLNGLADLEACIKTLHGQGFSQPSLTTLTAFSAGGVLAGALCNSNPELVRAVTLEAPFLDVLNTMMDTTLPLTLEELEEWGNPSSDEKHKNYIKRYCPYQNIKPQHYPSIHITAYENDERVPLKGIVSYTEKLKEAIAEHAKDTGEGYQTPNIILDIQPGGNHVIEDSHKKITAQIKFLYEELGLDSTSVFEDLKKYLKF
PP5 primary = PP5 phosphatase inhibitors, primary screen, biochemical, fluorescence. 320,000 compounds, 0.18% hits. Serine/threonine-protein phosphatase 5 (Homo sapiens), P53041. purified PP5c, OMFP substrate fluorescence. AID 1987, 2009. inhibition, % at 6.7 µM;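 active = inhibition above the campaign's mean inhibition across all tested compounds plus 3 SD, cut at about 9.5% in these data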;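 note: 0% = DMSO only and 100% = 100 µM cantharidin control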
Efflux pump inh = inhibitors of Candida efflux pumps in yeast, primary screen, S. cerevisiae, Nile Red, multiplex; AID 485275, 2010; S. cerevisiae Candida pump triplex; inhibition, % at 10 µM; 330,000 compounds, 0.44% hits;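 active = plate passing quality check with inhibition over a set limit, or well fluorescence over plate mean plus 4 SD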;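 note: Nile Red retained in pooled yeast measured as flow cytometry median fluorescence; 0% = buffer negative control and 100% = Enniatin B positive control; higher means more Nile Red kept so more efflux inhibition; some compounds called inactive have numbers as strong as hits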
TPT1 inhibitor = Candida albicans TPT1 enzyme inhibitors, primary screen, biochemical, fluorescence polarization; tRNA 2'-phosphotransferase TPT1 (Candida albicans SC5314); recombinant caTPT1, FP RNA substrate dephosphorylation; inhibition, % at 5 µM; 300,000 compounds, 0.81% hits;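 active = inhibition above the mean of all tested compounds plus 3 SD, set per screening campaign, cut at about 24% in these data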;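 note: plate controls were DMSO alone for no effect and ferristatin control at 100 nM for full effect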
LYPLA2 inh = LYPLA2 inhibitors, primary screen, counter-screen for PME1 inhibitor project, biochemical, fluorescence polarization, FP-Rh probe ABPP; 320,000 compounds, 0.38% hits; recombinant LYPLA2; Acyl-protein thioesterase 2 (Homo sapiens), O95372; inhibition, % at 5.9 µM; AID 2177, 2009;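 active = inhibition above the screen-wide mean plus 3 SD, limit set per campaign, cut at about 26% in these data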;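 note: 0% = LYPLA2 with DMSO and 100% = wells lacking LYPLA2 enzyme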
GASC-1 inh = inhibitors of GASC-1 histone demethylase, primary screen, biochemical, fluorescence, DELFIA europium; 330,000 compounds, 0.069% hits; inhibition, % at 2.35 µM; Lysine-specific demethylase 4C (Homo sapiens), Q9H3R0; AID 2099, 2009; GST-JMJD2C(1-420) H3K9me3 demethylation;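 active = more than half of a compound's replicate wells show inhibition beyond 50%, single wells judged on their own value; inconclusive = some, but no more than half, of replicates pass 50% inhibition; inactive = no replicate passes 50% inhibition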;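 note: signal counts dimethyl H3K9 product captured on neutravidin plate; 0% = median of DMSO wells and 100% = 0.3 times that DMSO median; strong numbers were not always called active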
Starred values were filed as active, the others as inactive; ? = inconclusive; / = not tested or not shown.

SMILES | CTSL1 counter | core dimer inh | PP1 counter | PREPL inhibitor | PP5 primary | Efflux pump inh | TPT1 inhibitor | LYPLA2 inh | GASC-1 inh
Cc1nnsc1C(=O)Nc1ccc(S(=O)(=O)N2CCCCC2C)cc1 (configuration not stated) | -4 | 0 | 1 | 4 | 1.9 | 0.2 | 1 | 8 | 20
CCOC(=O)CN(C(=O)CNC(=O)c1cccs1)C(C(=O)NC1CCCC1)c1cccnc1 (configuration not stated) | -4 | -4 | -3 | 3 | 0.4 | -0.1 | -4 | 7 | 2
Cc1nnc(SCc2c(Cl)cccc2Cl)n(N)c1=O | -3 | 3 | -1 | 1 | -2.2 | 0.0 | -1 | 10 | 9
CNC(=O)c1ccc(NC(=O)Nc2ccccc2)cc1 | 0 | -9 | -1 | 19 | 0.0 | 0.0 | -6 | -1 | 5
COc1ccccc1NC(=O)C(=O)c1cn(CC(=O)N2CCOCC2)c2ccccc12 | 2 | -4 | 0 | -3 | 2.6 | 0.1 | -1 | -9 | 5
Cc1ccc(/C(O)=C2/C(=O)C(=O)N(CCN3CCOCC3)C2c2ccccn2)cc1 (configuration not stated) | 1 | -1 | 0 | 4 | -0.9 | 0.0 | 1 | -2 | 119
COc1ccc(C(C(=O)NCC2CCCO2)N(Cc2cccs2)C(=O)c2snc(C(N)=O)c2N)cc1 (configuration not stated) | 9 | -9 | -4 | 6 | -7.5 | 0.1 | -3 | 4 | -35
Cc1ccc(C)c(NC(=O)c2ccccn2)c1 | 3 | -3 | -6 | 7 | 0.0 | 0.0 | -1 | 3 | 8
CCS(=O)(=O)Nc1cccc(-c2cc(-c3ccccc3)c3cc(C)ccc3n2)c1 | 6 | 9 | 1 | -2 | 3.4 | -0.1 | 2 | -53 | -4
N#Cc1ccc(-c2ccccc2)nc1Sc1ccc(F)cc1 | 8 | 3 | -1 | 2 | 2.1 | 0.0 | 2 | -3 | -4
CCOc1ccccc1OCC(=O)OCc1csc(CC(=O)Nc2ccccc2C)n1 | -11 | 1 | 0 | 2 | 2.8 | 0.1 | 5 | 7 | -5
CCOP1(=O)C=C(C(C)(C)C)OC1c1ccc(F)cc1 (configuration not stated) | 0 | 0 | -3 | 12 | 0.1 | 0.1 | 1 | -4 | 0
CCc1noc(C)c1C(=O)Nc1nc(-c2ccc(OC)c(OC)c2)cs1 | 3 | 3 | -3 | 8 | -0.3 | 0.0 | 7 | -6 | 19
COC(=O)c1cc(CNC(=O)c2ccc(S(=O)(=O)N(C)c3ccccc3)cc2)ccc1OC | / | / | -4 | 1 | 2.2 | 0.0 | / | 10 | /
O=C(Nc1ccc(Cl)cc1)N1CCc2ccccc2C1 | 0 | 4 | 2 | -5 | 5.6 | 0.1 | 0 | 2 | -1
COc1ccccc1N(O)C1CC(=O)N(c2ccc(F)cc2)C1=O (configuration not stated) | 1 | -1 | 0 | 6 | -1.0 | 0.1 | -3 | 8 | 33
COc1ccc(OCC(O)CN2CCN(c3ccccc3)CC2)cc1 (configuration not stated) | -5 | -5 | 2 | 0 | -2.0 | 0.0 | -6 | 3 | 0
CC1CCN(S(=O)(=O)c2cccc(C(=O)O)c2)CC1 | -1 | -2 | -1 | 0 | 0.1 | 0.1 | -3 | 3 | 1
CCCCN(CCCC)C(=S)NC(=O)c1ccccc1Cl | -4 | -9 | 2 | 3 | 3.5 | -0.1 | -4 | 4 | -26
CC(C)(C)NC(=O)CSc1ccc(S(=O)(=O)N2CCOCC2)cn1 | / | / | -6 | 5 | -0.8 | 0.0 | / | -2 | -1
COc1cccc(CN(CC(=O)NCc2ccc(F)cc2)C(=O)c2ccco2)c1 | 2 | 4 | 4 | 3 | 1.1 | 0.1 | -1 | -4 | 2
NNC(=O)CN1CCCc2ccccc21 | -1 | -1 | 2 | 15 | -1.4 | 0.1 | -5 | -5 | -14
CCc1nnc(NC(=O)CCC(=O)NC2CCCCC2)s1 | 0 | -1 | 12 | 8 | 3.0 | 0.1 | 0 | 0 | -13
COc1cc(C(=O)N[C@H](C(=O)Nc2nnc(C3CC3)s2)C(C)C)cc(OC)c1OC | -2 | -3 | 6 | 0 | -0.4 | 0.0 | 0 | 7 | 0
CN(C)C(=O)CCCCCCCCC(=O)N(C)C | 2 | -1 | -3 | 0 | -1.1 | -0.1 | 2 | -2 | -4
C=CCn1c(SCC(=O)N(C)C)nc2cc(C(=O)O)ccc2c1=O | -6 | -1 | 0 | -1 | -1.3 | 0.1 | 1 | -2 | 9
CCOc1ccccc1N(CC(=O)Nc1ccc(OC)cc1OC)S(=O)(=O)c1ccccc1 | -7 | -2 | -2 | 19 | 7.1 | 0.5 | 0 | 0 | -26
CCOC(=O)CSCC(=O)Nc1ccc(S(=O)(=O)N2CCCCC2)cc1 | -3 | -9 | -4 | 1 | 1.9 | 0.0 | -1 | 1 | 8
Cn1c(=O)c(=O)n(C)c2cc(S(=O)(=O)N3CCCCCC3)ccc21 | 1 | 7 | -2 | 0 | -0.4 | 0.0 | -5 | 5 | -39
COc1ccc2nc(N3C(=O)CC(Cc4ccc(C)cc4)C3=O)sc2c1 (configuration not stated) | -2 | 5 | 3 | -16 | -1.0 | -0.6 | 0 | -8 | -1
CC(=O)NNC(=O)c1ccncc1 | 0 | -2 | 3 | 2 | -1.4 | -0.2 | -3 | -1 | -3
CC(=O)Nc1nc(-c2ccccc2)nc(-c2ccccc2OC(C)=O)n1 | 1 | 1 | -3 | -2 | 3.0 | -0.1 | -2 | -2 | 3
CC(=O)c1cn(CCOc2cc(C)ccc2C)c2ccccc12 | 1 | 6 | 5 | -25 | 4.7 | -0.1 | 4 | -2 | -3
O=C(Nc1nnc(CCc2ccccc2)s1)c1ccc(F)cc1 | -3 | 8 | -2 | -7 | -1.4 | -0.3 | -4 | -2 | -3
COc1ccc(Nc2nc(N)nc(CSc3nccn3C)n2)cc1 | -2 | 5 | 0 | -1 | 2.2 | 0.1 | -1 | 0 | -2
Cc1nnc2c3ccccc3c(-c3ccc(O)cc3)nn12 | 0 | -1 | -6 | 26 | -0.9 | 0.1 | 3 | -4 | 20
COc1ccc2c(c1)c(C(=O)N/N=C/c1ccc(Br)cc1)c(C)n2C | 2 | 7 | -3 | 3 | -0.2 | 0.1 | -1 | 4 | 4
Cn1ncc(Cl)c1C(=O)N1CCN(S(=O)(=O)c2ccc(Cl)s2)CC1 | 0 | -3 | -3 | 13 | -0.8 | -0.1 | -3 | -2 | 4
COc1ccccc1OCC(=O)Nc1ccc(S(=O)(=O)Nc2nc(C)cc(C)n2)cc1 | -2 | 0 | 4 | -3 | 2.3 | 0.0 | -2 | 6 | -29
CCc1ccc(NC(=O)C2CC(=O)N(C(C)C)C2)cc1 (configuration not stated) | 1 | -7 | -3 | 19 | 0.0 | -0.1 | 0 | -5 | 2
O=C1NC(=S)N/C1=C/c1cc([N+](=O)[O-])ccc1O | 8 | -5 | 2 | -11 | 4.0 | -0.1 | 43* | -3 | -2
Cc1cc(-c2ccccc2)nc2cc(C(=O)NCc3ccco3)nn12 | 1 | 26 | 1 | 9 | -0.4 | -0.1 | 1 | 7 | -2
CCOc1cc(NS(=O)(=O)c2ccc(OC)cc2)c(OCC)cc1NC(=O)c1ccco1 | -1 | 1 | -2 | -7 | -0.2 | -0.1 | 1 | 3 | -18
C[C@@H]1C=C(C(=O)O)O[C@H](OCc2ccc(CO)cc2)C1 | 1 | -7 | 1 | -1 | 2.8 | 0.1 | -3 | 3 | ?
C=CCN(c1cccc(C(F)(F)F)c1)S(=O)(=O)c1cccc(C(=O)OCC(=O)Nc2ccccc2)c1 | 8 | 9 | 5 | -5 | 5.0 | 0.0 | 1 | -46 | -2
N#Cc1ccc(NCC(=O)Nc2ccc3c(c2)OCCO3)cc1 | 3 | -8 | -5 | 13 | -2.4 | -0.1 | -7 | 5 | 2
O=C(Cn1ccc2ccccc2c1=O)N1CCN(c2cccc(Cl)c2)CC1 | -1 | 5 | 0 | -12 | 1.0 | 0.0 | 3 | -3 | 6
O=C(Nc1ccc(Br)cc1)c1cnccn1 | -1 | 8 | 1 | 12 | 1.4 | 0.0 | 5 | 4 | -2
CC(C(=O)N1CCOCC1)c1ccccc1 (configuration not stated) | / | / | -2 | 1 | 0.3 | -0.2 | / | 5 | 10
Cc1ccc(C(=O)/C=C/Nc2ccc(S(=O)(=O)Nc3cc(C)nc(C)n3)cc2)cc1 | 5 | 2 | 1 | -1 | 3.8 | 0.0 | 1 | 2 | 63
N#CNC(=Nc1ccccc1)SCc1ccc(C(=O)O)cc1 | 4 | -3 | -5 | 2 | 0.9 | 0.4 | -19 | -2 | 0
CC(C)n1c(NCCO)nc2ccccc21 | 1 | 1 | -3 | 16 | -1.4 | -0.1 | -1 | 4 | 14
O=C(Nc1ccccc1Cl)N1C2CCC1CC(O)(c1cccnc1)C2 (configuration not stated) | -1 | 4 | -2 | -1 | -0.4 | 0.0 | -6 | -3 | 1
Cc1cc(C(=O)CSc2nnnn2-c2ccccc2)c(C)n1CCc1ccccc1 | 2 | 13 | 4 | -8 | 0.8 | 0.0 | -6 | 1 | 4
COc1ccnc(Oc2ccccc2)c1C(=O)N/C=N/OCc1ccccc1 | 6 | 1 | 0 | 20 | -1.5 | 0.0 | -5 | 6 | -4
CC(C)OC(=O)Cn1nc(C(F)(F)F)c2c1CCCC2 | -1 | 3 | -4 | -1 | 0.1 | 0.1 | -5 | 1 | -24
COc1ccccc1NC(=O)CCC(=O)Nc1cc(OC)c(NC(=O)c2cccs2)cc1OC | 1 | 0 | -1 | -1 | 3.6 | 0.6 | -3 | 1 | -7
COc1ccc(Cl)c(OC)c1C(=O)NC(=O)Nc1c(F)cc(F)cc1F | -2 | 3 | -1 | 3 | -1.4 | -0.1 | 1 | -4 | -2
Cc1[nH][nH]c(=O)c1C(c1ccc(N(C)C)c(Br)c1)c1c(C)[nH][nH]c1=O | 5 | 2 | 2 | 8 | 3.1 | 0.2 | 0 | -6 | -24
CC(NC(=O)c1cccnc1)C(=O)O (configuration not stated) | 2 | 3 | -4 | 11 | -0.2 | 0.3 | 3 | 3 | 15
COc1ccc(NC(=O)c2cc3cc(OC)ccc3oc2=N)cc1 | -1 | 5 | 2 | 3 | 1.9 | 0.0 | 1 | 3 | -34

An excerpt; rates above refer to the full screens.
